# Source: PubChem BioAssay
# BRCA1 expr up = BRCA1 expression activation; Potency, µM (doses to about 46.1 µM), inactives show at the top dose activation, hits mostly activators; AID 624202; MCF7-BRCA1-FFLuc reporter, luminescence, 48 h; response scale: scaled: vehicle 0%, 10 µM genistein 100%; 380,000 compounds, 1.1% hits; further: potency means the concentration at half of the fitted maximal effect; nearly all actives have a fitted effect of over 80% in size; some results filed as inactive show a strong effect at the top dose
#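 First, MCF7-BRCA1-FFLuc cells (2000/well) attach for 2 h; next, compounds are pin-added and incubated 48 h at 37 °C; finally, luciferase reagent is added and luminescence read after 15 min.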
# Tb PFK block = T. brucei PFK enzyme inhibition; T. brucei PFK, ADP-Glo luminescence; 330,000 compounds, 0.17% hits; O15648; Potency, µM (series often up to 57.5 µM), without a hit: at the highest dose activity, negative = inhibition, most hits filed as inhibitors;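 further: potency means the concentration at half of the fitted maximal effect; 0% = uninhibited 1x PFK enzyme wells and -100% = no-enzyme wells; nearly all actives have a fitted effect of over 60% in size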
#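 Compounds were pin-transferred as a titration series up to 57 uM into substrate buffer (0.5 mM F6P, 0.1 mM ATP, pH 8.0), then 1.25 nM PFK was added and reactions ran 45 min before ADP-Glo detection.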
# NPC1 prom act = NPC1 promoter activation; Huh7 NPC1 promoter luciferase reporter, 24 h; Potency, µM (series often up to 9.22 µM), for the others: at the top dose activation, hits mostly activators; 320,000 compounds, 2.4% hits;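 further: potency means the concentration at half of the fitted maximal effect; % of control where 0% means no effect; nearly all actives have a fitted effect of over 60% in size; reporter is driven by a mutant NPC1 promoter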
#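 Quantitative HTS used a cell-based reporter: Huh7 cells stably bearing the NPC1 promoter upstream of luciferase were treated with compounds for 24 h, and promoter activation was read as luminescence.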
# FLuc modulator = counter-screen for miR-21 project: firefly luciferase inhibitors or activators. P08659. purified FLuc, Km substrates, luminescence inhibition. Potency, µM (highest dose often 57.5 µM), for inactives: top-dose activity change, negative = inhibition, usual class: inhibitors. 360,000 compounds, 6.9% hits. AID 588342;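 further: potency means the concentration at half of the fitted maximal effect; plate controls were vehicle for no effect and reference inhibitor for full effect; nearly all actives have a fitted effect of over 55% in size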
# Target sequence (P08659 whole entry, looked up): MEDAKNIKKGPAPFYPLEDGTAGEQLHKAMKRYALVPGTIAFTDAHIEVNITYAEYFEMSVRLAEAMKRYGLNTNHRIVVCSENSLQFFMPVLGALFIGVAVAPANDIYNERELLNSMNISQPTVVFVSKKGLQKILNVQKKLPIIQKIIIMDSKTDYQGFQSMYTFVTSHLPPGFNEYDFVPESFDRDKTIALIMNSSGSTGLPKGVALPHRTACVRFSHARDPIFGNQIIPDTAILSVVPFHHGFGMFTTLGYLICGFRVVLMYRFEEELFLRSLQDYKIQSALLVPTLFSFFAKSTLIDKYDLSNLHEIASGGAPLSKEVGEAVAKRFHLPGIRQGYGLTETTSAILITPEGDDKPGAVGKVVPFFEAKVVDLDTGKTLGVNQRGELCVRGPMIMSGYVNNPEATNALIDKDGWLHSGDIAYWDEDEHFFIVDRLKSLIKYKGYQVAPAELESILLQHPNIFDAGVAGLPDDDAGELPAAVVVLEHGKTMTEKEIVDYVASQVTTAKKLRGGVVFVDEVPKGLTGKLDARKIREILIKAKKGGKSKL
#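 Purified P. pyralis luciferase (10nM final) with 10uM D-luciferin and 10uM ATP (Km levels) in 50mM Tris acetate pH 7.5, 10mM Mg acetate, 0.01% Tween-20, 0.05% BSA; qHTS 6-point titration, ~60 µM downward; luminescence read.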
# ELG1 DNA repair = ELG1-dependent DNA repair inhibition; HEK293T ELG1-luciferase reporter, luminescence, 16 h; DNA damage induced by 5-fluorouridine; 330,000 compounds, 2.3% hits; Potency, µM (top dose mostly 46.1 µM), without a hit: at the highest dose activity change, negative = inhibition, actives largely listed as inhibitors; further: potency means the concentration at half of the fitted maximal effect; on the % scale 0 is the no-effect control and ±100 the full control effect; nearly all actives have a fitted effect of over 55% in size
#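 Cells (2,000 per well) received 5-fluorouridine plus test compound or DMSO and were incubated 16 hr at 37 °C, 5% CO2. Luciferase activity was read by luminescence 30 min after ONE-Glo addition; signal suppression marked inhibition of damage-induced ELG1 function.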
# Gal4-VP16 FLuc = Gal4-VP16 reporter inhibition counter-screen; 310,000 compounds, 3.5% hits; Drosophila S2 Gal4-VP16 UAS-luciferase, luminescence, 20 h; Potency, µM (titrated, usually from 53.6 µM), inactives show at the top dose activity, negative = inhibition, most hits filed as inhibitors;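 further: Gal4-VP16 expression switched on by copper sulfate through the metallothionein promoter; potency means the concentration at half of the fitted maximal effect; on the % scale 0 is the no-effect control and ±100 the full control effect; nearly all actives have a fitted effect of over 50% in size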
# TRPV1 agonist = agonists of human vanilloid receptor 1 (TRPV1); Q8NER1; TRPV1-expressing cells, Fluo-8 calcium influx, agonist mode; activation, % at 8.33 µM; 320,000 compounds, 0.19% hits; AID 540275; in the data active means activation above about 80%; inconclusive means between about 30% and that limit; further: 0% is about no effect
#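 TRPV1-expressing cells were cultured overnight at 35.5C and loaded with Fluo-8 calcium dye for 40 to 90 min at room temperature. After a 10 s baseline, compound was added and calcium influx was read kinetically for 3 min (ex 480/em 520 nm).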
# RORg inh = blocks mouse ROR gamma transcriptional activity; Drosophila S2 Gal4-RORgamma UAS-luciferase reporter, 20 h; 310,000 compounds, 5.4% hits; Potency, µM (doses to about 53.6 µM), without a hit: top-dose activity change, negative = inhibition, usual class: inhibitors; P51450; further: potency means the concentration at half of the fitted maximal effect; on the % scale 0 is the no-effect control and ±100 the full control effect; nearly all actives have a fitted effect of over 60% in size
# Target sequence (P51450 whole entry, looked up, the tested form may be a part): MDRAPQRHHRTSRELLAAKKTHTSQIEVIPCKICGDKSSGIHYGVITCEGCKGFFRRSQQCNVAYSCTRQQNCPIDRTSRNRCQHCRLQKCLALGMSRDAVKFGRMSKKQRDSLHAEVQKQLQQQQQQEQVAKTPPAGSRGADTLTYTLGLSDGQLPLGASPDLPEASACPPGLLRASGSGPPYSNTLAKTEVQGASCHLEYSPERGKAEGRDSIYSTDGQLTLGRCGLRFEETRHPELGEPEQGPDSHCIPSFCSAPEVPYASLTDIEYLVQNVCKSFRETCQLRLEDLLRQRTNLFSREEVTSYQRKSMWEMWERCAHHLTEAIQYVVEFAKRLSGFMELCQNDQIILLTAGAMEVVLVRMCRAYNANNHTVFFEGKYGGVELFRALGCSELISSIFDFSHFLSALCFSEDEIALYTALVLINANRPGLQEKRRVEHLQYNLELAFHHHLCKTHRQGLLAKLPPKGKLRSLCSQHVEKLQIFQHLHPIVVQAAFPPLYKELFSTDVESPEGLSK
#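 Drosophila Schneider cells stably carrying a metallothionein-driven Gal4 DBD–ROR gamma fusion and a UAS-Photinus luciferase reporter were exposed to compound for 1 hr, then induced with copper sulfate (700 uM final) for 20 hr at ambient temperature before luminescence reading.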
# Rab9 promoter act = activators of Rab9 promoter | Huh7 Rab9 promoter-luciferase reporter, luminescence, 24 h | Potency, µM (top dose mostly 9.22 µM), for the others: top-dose activation, negative = inhibition, actives largely listed as activators | 320,000 compounds, 2.8% hits | AID 485297; further: potency means the concentration at half of the fitted maximal effect; % of control where 0% means no effect; nearly all actives have a fitted effect of over 60% in size
#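 Promoter activation is measured as luciferase luminescence in Huh7 cells stably transfected with a Rab9 promoter–luciferase construct, following 24 h compound exposure at 37 °C and 10 min reagent incubation at ambient temperature.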
# ELG1 genotoxic = induces genotoxicity in HEK293T cells with luciferase-tagged ELG1. HEK293T ELG1-luciferase reporter, luminescence, 16 h. Potency, µM (highest dose often 46 µM), without a hit: top-dose activity change, positive = activation, usual class: activators. 330,000 compounds, 1.3% hits; further: potency means the concentration at half of the fitted maximal effect; % of control where 0% means no effect; nearly all actives have a fitted effect of over 60% in size
#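 After overnight (16 hr) compound treatment at 37 °C, ELG1-luciferase HEK293T cells were lysed with ONE-Glo; luminescence quantified 30 min later at room temperature.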
# p53 reactivation = mutant p53 re-activation in reporter cells. H1299 p53-A138V BP100-luciferase reporter, luminescence, 24 h. Potency, µM (titrated, usually from 92.2 µM), inactives show at the highest dose activity change, positive = activation, actives largely listed as activators. 320,000 compounds, 0.063% hits; further: potency means the concentration at half of the fitted maximal effect; % of control where 0% means no effect; nearly all actives have a fitted effect of over 45% in size
#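 p53-null H1299 cells stably carrying temperature-sensitive p53-A138V and a BP100-luciferase reporter were pinned with compounds (4-point, 1:5 series) and held 24 hrs at 37 deg C. Luminescence was read 10 min after detection reagent.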
# The depositor's hits bear a star; ? = inconclusive; · = not tested or not shown; & = joins results of further samples; [ ] = dose if it differs, or a comment. Unless noted, the call rests on the fitted dose curve; in most records, active means well fitted curve in the direction sought with a large enough effect; inconclusive means small, poorly fitted or top-dose-only effect, or another doubt; inactive means no such curve, though single readings can be large; an effect the other way counts as inactive or inconclusive. Rows were taken by chance (roughly 15% active in at least one column).
SMILES,BRCA1 expr up,Tb PFK block,NPC1 prom act,FLuc modulator,ELG1 DNA repair,Gal4-VP16 FLuc,TRPV1 agonist,RORg inh,Rab9 promoter act,ELG1 genotoxic,p53 reactivation
CCN1Cc2c(/C=C/c3ccccc3)nc3ccc(OC)cc3c2N(c2cccc(Cl)c2)C1,-60%,-3%,-4%,-3%,?,-2%,15,6%,-4%,-8%,-16%
O=C(Nc1cccnc1)c1ccc(COCC(F)(F)F)cc1,6%,-1%,-2%,-22%,?,18%,?,?,-2%,4%,3%
O=[N+]([O-])c1cccc(-c2nnc3ccc4ccccc4n23)c1,-10%,7%,-1%,?,?,2%,-3,-28%,-2%,-4%,8%
O=C(O)COc1ccc2c(-c3ccccc3)cc(=O)oc2c1,36%,0%,10%,19µM*,17%,9%,-1,38%,16%,10%,14%
O=C(Oc1cc(=O)oc2ccccc12)c1cccnc1Cl,1%,2%,2%,-2%,-2%,-5%,-3,-20%,1%,-1%,3%
CC(C)n1c(=O)[nH][nH]c1=S,16%,23%,-3%,?,1%,0%,-1,-1%,0%,0%,1%
CC(=O)N(C)c1ccc(NC(=O)c2ccco2)cc1,6.3µM*,-2%,-7%,?,?,?,0,?,?,11%,9%
COc1ccc(C(=O)NCCn2cc(SCC(=O)N3CCOCC3)c3ccccc32)cc1,31%,2%,14%,?,?,-10%,0,-42%,18%,6%,0%
CC(C)(CC(=O)OCC(=O)Nc1ccccc1F)CC1=NS(=O)(=O)c2ccccc2N1,0%&2%,-6%,1%,1%&4%,9.2µM*,-6%,3,20%,-14%,-8%,-2%
CN(C)S(=O)(=O)c1ccc(-c2cn3ccccc3n2)cc1,95%,-5%,?,5.4µM*,?,18µM*,-5,34%,2.5µM*,5.8µM*,16%
COC(=O)CN1C(=O)C(O)(CC(=O)c2ccc(Br)cc2)c2ccccc21 (centres undefined),-10%,0%,1%,1%,-5%,2%,-3,6%,-6%,-5%,?
COc1ccc(-c2noc(CN(C(=O)c3ccc4c(c3)OCO4)C(C)C)n2)cc1OC,-3%,4%,2%,-2%,?,·,14,·,0%,0%,-4%
O=C(NCc1cccc2[nH]ccc12)C1CCC(=O)N(CCc2ccccc2)C1 (centres undefined),-15%,-10%,-10%,0%,14%,-1%,-5,0%,2%,0%,-1%
CCc1nnc(NC(=O)CCC(=O)O)s1,-4%,-1%,5%,-2%,6%,0%,-4,?,3%,2%,-1%
Cc1[nH]n(-c2ccccc2)c(=O)c1N=Nc1c(Cl)cccc1Cl,-44%,4%,15%,-15%,5%,?,2,13µM*,10%,7%,·
Cn1c(=N)n(CC(=O)c2ccc(F)cc2)c2ccccc21,-77%,1%,?,1.3µM*,?,11µM*,0,8.9µM*,0.89µM*,?,-4%
CCn1c(-c2cc(Br)cc(OC)c2O)nc2cc(S(=O)(=O)N(C)C)ccc21,-36%,0%,-5%,-1%,?,7.9µM*,0,3.5µM*,-6%,-14%,-2%
COc1cccc(-c2nc(N3CCC(C)CC3)c3ccccc3n2)c1O,-61%,0%,-3%,1%,-18%,-6%,8,20%,-4%,-7%,-19%
Cc1cccc(C(=O)Nc2cccc(-c3ccc4nncn4n3)c2)c1,-31%,-1%,-2%,-14%,?,-7%,22,10%,13%,-2%,-4%
CC(C)CC(=O)OCC(=O)Nc1ccccc1Sc1ccccc1,9%,0%,1%,1%,2%,-1%,20,-1%,-2%,-1%,-2%
CCC(C(=O)NC(CC(=O)O)c1ccc(Cl)cc1)c1ccccc1 (centres undefined),1%,-23%,1%,0%,9%,-4%,-5,-3%,-2%,0%,9%
CCc1cccc(C)c1NC(=O)CNCc1ccccc1,-18%,-10%,2%,-9%,15%,-7%,7,-33%,-2%,-1%,-1%
O=C(NCCCN1CCN(c2ccccc2)CC1)Nc1ccccc1C(F)(F)F,-10%,-2%,-3%,4%,12%,18%,-2,?,3%,3%,1%
CCCCCc1ccc(-c2ccc(/C=C/C(=O)O)cc2)nc1,-52%,-6%,?,0.38µM*,?,?,-2,-38%[10 µM],?,?,-7%
Cc1ccc(-c2nc(CS(=O)CC(=O)NCCCN3CC(C)CC(C)C3)c(C)o2)cc1 (centres undefined),-11%,1%,-1%,-1%,10%,-15%,-2,18%,-2%,-1%,-4%
O=C(NCCc1ccccn1)c1cccnc1Oc1ccc(Cl)cc1,1%,-1%,-3%,-1%,-2%,8%,11,-4%,-2%,-2%,-3%
CCOc1nc(N2CCCCC2)nc(-n2cc(-c3ccccc3)nn2)n1,10%,1%,1%,2%,0%,3%,2,19%,-5%,-2%,-4%
CCCn1c(NCc2ccc(C)o2)nc2ccccc21,0%,1%,1%,-15%,12%,-6%,10,-29%,9%,3%,?
CN1CCNC(=O)C1CC(=O)NCCc1ccccc1F (centres undefined),2%,-1%,-5%,0%,?,1%,4,-13%,-4%,1%,-1%
O=C(COC(=O)Cc1ccc(Cl)cc1)NCc1ccc(F)cc1,4%,-5%,1%,-1%,?,·,?,·,1%,-4%,6%
COCCNC(=O)Cn1ccc2cc(S(=O)(=O)N3CCCCC3)ccc21,-6%,2%,-1%,1%,-2%,0%,-2,-12%,0%,-1%,10%
O=[N+]([O-])c1cc(S(=O)(=O)C(F)(F)F)ccc1Sc1nc2ccccc2[nH]1,-98%[inhibitor],-3%,-3%,-2%,?,?,?,?,1%,-4%,-15%
OCCN(CCO)c1ncnc2c1sc1nc(N3CCOCC3)c3c(c12)CCCC3,-52%,2%,-6%,2%,-11%,?,16,41%,-4%,2%,-3%
Cc1ccc(Cl)c(OCC(=O)Nc2ccccc2C(=O)NC2CC2)c1,-1%,4%,-3%,3%,-4%,0%,9,0%,-6%,-6%,16%
CCCSC(=S)NC1CCS(=O)(=O)C1 (centres undefined),-45%,-4%,-29%,0%,23µM*,-13%,-11,4%,-24%,-6%,-32%[inhibitor]
CCOc1ccc(OCCSc2nc3ccccc3c(=O)[nH]2)cc1,2%,4%,9%,5%,0%,-7%,-1,13%,-1%,?,-2%
CCc1cccc(N(C(=O)c2csnn2)C(C(=O)NC(C)(C)C)c2ccncc2)c1 (centres undefined),-19%,7%,-8%,0%,-14%,-1%,10,15%,13%,1%,-1%
CN1CCN(c2cc3c(cc2F)c(=O)c(C(=O)O)cn3CCF)CC1,-27%,1%,-5%,-1%,0%,-7%,-3,-13%,-2%,1%,0%
CCOc1cc(/C=N/O)ccc1OCc1ccc(C)cc1,26%,0%,0%,?,?,-5%,13,27%,18%,?,13%
COc1ccc(C(=S)Nc2ccc(N(C)C)cc2)cc1,?,-2%,3.2µM*,1.5µM*,?,-8%,?,-12%,2.8µM*,?,?
C=CCn1c(SCC(=O)NCc2ccc3c(c2)OCO3)nnc1C1CCCCC1,-20%,4%,3%,4%,?,1%,0,-6%,3%,-6%,-1%
Cc1cc(C)c(NC(=O)c2cn3c4c(c(N5CCN(C)CC5)c(F)cc4c2=O)OCC3C)c(C)c1 (centres undefined),-39%,4%,-6%,1%,3%,-9%,1,5%,-5%,0%,-3%
O=C(Nc1ccccc1C(=O)N1CCCCCC1)c1ccccc1Cl,-29%,-1%,-5%,1%,17%,-6%[10 µM],2,-3%,-5%,-6%,-1%
COC(=O)Cc1ccc(NC(=S)N2CCN(c3ccc(OC)cc3)CC2)cc1,-9%,2%,-2%,5%,-14%,-7%,3,0%,-2%,-4%,-4%
CN(C)c1oc(-c2ccco2)nc1C#N,-1%,4%,3%,3%,13%,3%,-3,-2%,3%,4%,9%
CC(=O)c1ccc(NC(=O)CSc2ccc(-c3ccc4c(c3)OCO4)nn2)cc1,60%,0%,23%,?,?,-2%,0,-10%,?,8%,2%

# In a second layout: results already given
structure	BRCA1 expr up	Tb PFK block	NPC1 prom act	FLuc modulator	ELG1 DNA repair	Gal4-VP16 FLuc	TRPV1 agonist	RORg inh	Rab9 promoter act	ELG1 genotoxic	p53 reactivation
O=C(Nc1ccccc1C(=O)N1CCCCCC1)c1ccccc1Cl	-29%	-1%	-5%	1%	17%	-6%[10 µM]	2	-3%	-5%	-6%	-1%
COC(=O)Cc1ccc(NC(=S)N2CCN(c3ccc(OC)cc3)CC2)cc1	-9%	2%	-2%	5%	-14%	-7%	3	0%	-2%	-4%	-4%
CN(C)c1oc(-c2ccco2)nc1C#N	-1%	4%	3%	3%	13%	3%	-3	-2%	3%	4%	9%
